PhoP GFP inhibition – PhoP regulon inhibitors, Salmonella typhi PhoP promoter GFP reporter, confirmatory (AID 1850) | inhibition, % at 50 µM, or IC50 in µM where a hit was titrated | actives 0.33% (n = 310,000) | Salmonella Typhi PhoP-promoter GFP reporter, fluorescence, 4 h; higher % means a stronger effect; in the data active = a potency from the dose series; inconclusive = inhibition mostly from about 25% at the one dose, without a potency; inactive = the rest, 99 in 100 with inhibition below about 19%;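 note: 0% = induced wells with vehicle and 100% = uninduced wells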
influenza NS1A – NS1A inhibition, H1N1 influenza, cell based functional assay (AID 504329). NS1A functional cell-based assay, percent inhibition; higher % means a stronger effect. one-dose inhibition, % at 12.5 µM; IC50 in µM for titrated hits. actives 0.3% (n = 340,000); in the data active = a potency from the dose series; inconclusive = inhibition above about 27% without an active follow-up result; note: strong numbers were not always called active
M. tuberculosis – growth inhibition of non-replicating M. tuberculosis (AID 488890). actives 0.39% (n = 320,000). Mycobacterium tuberculosis non-replicating, growth inhibition; higher % means a stronger effect. inhibition, % at 25 µM, or IC50 in µM where a hit was titrated; in the data active = a potency from the dose series; inconclusive = inhibition mostly from about 82% at the one dose, without a potency; inactive = the rest, 99 in 100 with inhibition below about 76%;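 note: plate controls were DMSO cells for no effect and high antibiotic wells for full effect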
VEEV TC-83 Vero – inhibitors of VEEV TC-83 cytopathic effect, confirmation, Vero cells (AID 588727). inhibition, % at 20 µM; hits with a dose series show IC50 in µM. actives 0.13% (n = 350,000). Vero cells, VEEV TC-83 cytopathic effect inhibition; higher % means a stronger effect; in the data active = a potency from the dose series; inconclusive = inhibition mostly from about 14% at the one dose, without a potency; inactive = the rest, 99 in 100 with inhibition below about 12%; note: strong numbers were not always called active
H37Rv inhibition – M. tuberculosis growth inhibition, HTS (AID 449762). M. tuberculosis H37Rv growth inhibition, 7H9 media; higher % means a stronger effect. one-dose inhibition, % at 25 µM; IC50 in µM for titrated hits. actives 0.59% (n = 330,000); in the data active = a potency from the dose series; inconclusive = inhibition above about 70% without an active follow-up result;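 note: bacterial growth assessed after seven days of incubation; strong numbers were not always called active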
VEEV TC-83 Vero 10K pilot screen – recorded beside VEEV TC-83 Vero, whose call it bears; inhibition, %; measured here: 10K pilot screen inhibition
Numbers without * were called inactive; i = inactive; ? = inconclusive; / = not tested or not shown.

SMILES	PhoP GFP inhibition	influenza NS1A	M. tuberculosis	VEEV TC-83 Vero	H37Rv inhibition	others
c1ccc2c(c1)[nH]c1nc3nncn3nc12	7%	0%	-11%	0.4%	0%
O=C(NCCO)C(=O)NCC1CCCN1S(=O)(=O)c1cccs1 (centres undefined)	-1%	-5%	-10%	0.5%	-9%
Cc1cc(C(=O)CSc2nnc(Nc3ccccc3)s2)c(C)n1CC1CCCO1 (centres undefined)	-4%	5%	4%	i	-4%
COc1cc([N+](=O)[O-])cc(/C=N/NC(=O)C(C)Nc2cccc3ccccc23)c1O (centres undefined)	8%	2%	44%	12%	7%
Cc1ccc2nc(NC(=O)C3CCCN(S(=O)(=O)c4cccnc4)C3)sc2c1 (centres undefined)	-1%	5%	32%	7.0%	-1%
O=C(NN=Cc1ccc(F)cc1)c1cccc(S(=O)(=O)N2CCCC2)c1	/	-7%	4%	0.7%	-4%
CCc1cc(C(=O)N2CCCC(CO)(Cc3ccc(F)cc3)C2)n(C)n1 (centres undefined)	-4%	7%	7%	0.2%	1%
O=C(NC1CCC(O)CC1)c1ccc(-c2ccc(Cl)cc2)o1 (centres undefined)	-5%	-13%	21%	i	-6%
Cc1cccc(-n2ncc3c(N4CCOCC4)ncnc32)c1	-3%	-2%	6%	8.0%	2%
CC(C)N(C(=O)[C@H]1C[C@H](CC(=O)NC(C)(C)C)C(=O)N2CCc3c([nH]c4cc(-c5ccco5)ccc34)[C@]12C)C(C)C	/	9%	/	0.3%	/
CC(C)OC(=O)CSc1nc(-c2ccc(F)cc2)cc(C(F)(F)F)n1	14%	-2%	48%	2.2%	-3%
CC(=O)Nc1c2c(nn1-c1ccccc1C)CS(=O)(=O)C2	-2%	-10%	-14%	0.8%	-10%
O=C(/C=C/c1ccccc1)OCCCN=C1NS(=O)(=O)c2ccccc21	-2%	-4%	-7%	0.6%	-7%
CN(Cc1ccccc1)C(=O)CSc1cc(=O)n(C)c2ccccc12	4%	2%	-28%	i	-6%
N#C/C(=C(\O)C(F)(F)F)c1nnc2n1CCCCC2	2%	-4%	-12%	0.3%	3%
COc1ccc(-c2cc(=O)c3c(O)cc(O)cc3o2)cc1	-2%	-2%	17%	7.2%	14%
CCOc1ccc(NC(=O)C(=O)NCc2ccncc2)cc1	2%	-9%	0%	0.5%	-2%
COc1ccccc1NC(=O)CSc1nnc(Cc2cccn2C)n1-c1ccc(F)cc1	-7%	3%	17%	0.8%	-10%
CCCCOc1ccccc1C(=O)N(Cc1ccc(C)o1)C1CCS(=O)(=O)C1 (centres undefined)	-4%	-1%	23%	i	1%
O=C(Nc1cccc(F)c1)Nc1ccc2c(c1)C(=O)OC2	1%	1%	/	6.1%	2%
Cc1ccccc1C(=O)NC1CCN(CC(=O)Nc2ccc(N(C)C)cc2)CC1	8%	-9%	-8%	0.3%	-5%
O=C(N/N=C/c1cc([N+](=O)[O-])c(N2CCOCC2)cc1N1CCOCC1)c1cccnc1	9%	3%	-6%	2.4%	9%
O=C1CCC(c2ccccc2)(c2ccccc2)CC1	-18%	2%	-14%	0.6%	14%
COc1ccc(/C=C(\NC(=O)c2ccccc2)C(=O)OCC2CCCN3CCCCC23)cc1OC (centres undefined)	5%	0%	-1%	0.2%	-4%
COc1ccc(N(Cc2cc3cc(OC)ccc3[nH]c2=O)C(=O)C2CCCO2)cc1 (centres undefined)	-5%	-8%	0%	3.3%	0%
Cc1ccc(-c2nn(CC(=O)Nc3ccc4c(c3)nc3n4CCOC3)c(=O)c3ccccc23)cc1	-9%	-1%	16%	i	1%
O=C(O)C1Oc2ccccc2C1c1ccccc1 (centres undefined)	/	-3%	/	0.4%	/
Cn1c(CNC(=O)c2ccco2)nnc1SCC(=O)Nc1cccc(Br)c1	-5%	0%	13%	4.4%	5%
NC(=O)c1ccc(NC(=O)COC(=O)c2ccc3c(c2)OCO3)cc1	/	-5%	-22%	0.4%	-7%
CC(=O)c1ccc(NC(=S)NCCc2ccccn2)cc1	-4%	-4%	5%	1.5%	-4%
CC(Nc1cccc2ccccc12)C(=O)N/N=C/c1ccc([N+](=O)[O-])cc1 (centres undefined)	-3%	8%	-10%	0.4%	0%
COc1cc(NC(=O)CC2NCCNC2=O)cc(OC)c1 (centres undefined)	-8%	6%	2%	1.1%	-9%
C=CCOc1ccc(CNc2ccc3[nH]c(=O)[nH]c3c2)cc1OCC	7%	8%	5%	2.2%	-1%
O=Cc1ccc(C(=O)OCC(=O)NCc2ccco2)cc1	/	7%	-13%	0.2%	6%
O=C(O)c1ccccc1SC1CC(=O)N(c2ccccc2)C1=O (centres undefined)	-5%	19%	-6%	i	-5%
Cc1cc(C)nc(-n2ncc3c2CC(c2cccc(Cl)c2)CC3=O)n1 (centres undefined)	0%	1%	30%	7.7%	3%

Reprinted from the results shown, 18 compounds:
SMILES	PhoP GFP inhibition	influenza NS1A	M. tuberculosis	VEEV TC-83 Vero	H37Rv inhibition	others
O=C(NN=Cc1ccc(F)cc1)c1cccc(S(=O)(=O)N2CCCC2)c1	/	-7%	4%	0.7%	-4%
CCc1cc(C(=O)N2CCCC(CO)(Cc3ccc(F)cc3)C2)n(C)n1 (centres undefined)	-4%	7%	7%	0.2%	1%
O=C(NC1CCC(O)CC1)c1ccc(-c2ccc(Cl)cc2)o1 (centres undefined)	-5%	-13%	21%	i	-6%
Cc1cccc(-n2ncc3c(N4CCOCC4)ncnc32)c1	-3%	-2%	6%	8.0%	2%
CC(C)N(C(=O)[C@H]1C[C@H](CC(=O)NC(C)(C)C)C(=O)N2CCc3c([nH]c4cc(-c5ccco5)ccc34)[C@]12C)C(C)C	/	9%	/	0.3%	/
CC(C)OC(=O)CSc1nc(-c2ccc(F)cc2)cc(C(F)(F)F)n1	14%	-2%	48%	2.2%	-3%
CC(=O)Nc1c2c(nn1-c1ccccc1C)CS(=O)(=O)C2	-2%	-10%	-14%	0.8%	-10%
O=C(/C=C/c1ccccc1)OCCCN=C1NS(=O)(=O)c2ccccc21	-2%	-4%	-7%	0.6%	-7%
CN(Cc1ccccc1)C(=O)CSc1cc(=O)n(C)c2ccccc12	4%	2%	-28%	i	-6%
N#C/C(=C(\O)C(F)(F)F)c1nnc2n1CCCCC2	2%	-4%	-12%	0.3%	3%
COc1ccc(-c2cc(=O)c3c(O)cc(O)cc3o2)cc1	-2%	-2%	17%	7.2%	14%
CCOc1ccc(NC(=O)C(=O)NCc2ccncc2)cc1	2%	-9%	0%	0.5%	-2%
COc1ccccc1NC(=O)CSc1nnc(Cc2cccn2C)n1-c1ccc(F)cc1	-7%	3%	17%	0.8%	-10%
CCCCOc1ccccc1C(=O)N(Cc1ccc(C)o1)C1CCS(=O)(=O)C1 (centres undefined)	-4%	-1%	23%	i	1%
O=C(Nc1cccc(F)c1)Nc1ccc2c(c1)C(=O)OC2	1%	1%	/	6.1%	2%
Cc1ccccc1C(=O)NC1CCN(CC(=O)Nc2ccc(N(C)C)cc2)CC1	8%	-9%	-8%	0.3%	-5%
O=C(N/N=C/c1cc([N+](=O)[O-])c(N2CCOCC2)cc1N1CCOCC1)c1cccnc1	9%	3%	-6%	2.4%	9%
O=C1CCC(c2ccccc2)(c2ccccc2)CC1	-18%	2%	-14%	0.6%	14%

Next section:
SMILES	PhoP GFP inhibition	influenza NS1A	M. tuberculosis	VEEV TC-83 Vero	H37Rv inhibition	others
COc1ccc(N2CCN(c3cc(C)c4ccc(C)cc4n3)CC2)cc1	-15%	18%	30%	0.6%	5%
CCCn1nc2ccccc2c1P(=N)(N1CCOCC1)N1CCOCC1	7%	-8%	-14%	3.9%	1%
COc1ccc(CNC(=S)Nc2cc(C)cc(C)c2)cc1	3%	-4%	77%	0.3%	0%
Cc1ccc(-c2nc(CC(=O)Nc3cccc(S(=O)(=O)NC4=NCCC4)c3)cs2)cc1	/	-7%	36%	9.2%	-19%
O=C(NC1CC1)C1=C[C@H](c2ccc(C(F)(F)F)cc2)C[C@H](OCCCCO)O1	7%	17%	-1%	0.2%	8%
COc1cc2sc(-c3ccc(S(C)(=O)=O)cc3)c(C#CCO)c2cc1OC	/	-12%	10%	5.8%	-6%
CC(=O)Nc1cccc(C(=O)N2CCN(S(=O)(=O)c3ccc4ccccc4c3)CC2)c1	0%	-6%	14%	i	-4%
CCc1noc(C)c1C(=O)OC(C)C(=O)Nc1cc([N+](=O)[O-])ccc1OC (centres undefined)	6%	-6%	2%	7.2%	0%
CC(=O)c1ccc(OCC(=O)c2ccc(-c3ccccc3)cc2)cc1	-6%	-6%	74%	0.3%	13%
O=C(NNC(=O)C1CCN(c2ncccn2)CC1)c1ccc(F)cc1	-3%	0%	-11%	3.6%	1%
Cc1ccccc1C(=O)NCC(=O)NNC(=O)c1cccc(Cl)c1	/	-7%	-2%	1.4%	1%
COc1ccc([N+](=O)[O-])cc1NC(=S)NC(=O)C(C)(C)C	5%	15%	-12%	i	-4%
COc1nc(-c2ccccc2)cc(-c2ccc3c(c2)OCO3)c1C#N	0%	-4%	-4%	0.6%	-2%
Cc1cccc(N2CCN(S(=O)(=O)c3cn(C)cn3)CC2)c1C	-27%	-12%	1%	i	-4%
CCOC(=O)c1c(C)nc2sc(C(N)=O)c(N)c2c1-c1ccccc1	-16%	-16%	-28%	8.6%	2%
CCOc1ccc(NCc2ccccc2OCc2cccc(F)c2)cc1	-6%	4%	?	0.5%	?
O[C@@H]1CN(C2CCCCC2)CC[C@H]1N1CCN(CCc2ccccc2)CC1	1%	-9%	-27%	0.7%	-1%
Cc1ccc(Nc2nnc(SCn3nnc4ccccc4c3=O)s2)cc1	19%	-9%	-12%	9.4%	-3%
CCOC(=O)Cn1c(=O)c2c(nc(N3CCCCC3)n2Cc2ccccc2)n(C)c1=O	-6%	-8%	45%	1.9%	3%
Cc1ccc(/C=C/C(=O)Nc2ccc(S(=O)(=O)Nc3cc(C)nc(C)n3)cc2)cc1	-11%	0%	54%	0.7%	27%
O=C(O)c1cc(S(=O)(=O)NCCCN2CCCC2=O)ccc1Cl	/	-20%	5%	1.3%	4%
COc1cc(C=O)ccc1Oc1cnccn1	-4%	0%	10%	0.9%	6%	VEEV TC-83 Vero 10K pilot screen=0.2
Cc1ccc(C)c(NS(=O)(=O)c2cc(C(=O)N3CCc4ccccc4C3)ccc2Cl)c1	-6%	-10%	10%	7.0%	-7%
Cc1c(C(=O)OCC(=O)NCC2CCCO2)oc2ccccc12 (centres undefined)	/	-16%	20%	0.3%	4%
Cc1ccc(C)c(CN2C(=O)CSc3ccc(C(=O)NCCN4CCOCC4)cc32)c1	-22%	-5%	3%	1.1%	6%
Nc1cc(S(=O)(=O)N2CCCCC2)ccc1N1CCOCC1	5%	2%	3%	i	6%
COc1ccccc1-n1cnnc1SCC(=O)NC1CCCCC1	/	-6%	39%	0.8%	-10%
Cn1cnnc1SCC(=O)c1ccc(O)c(O)c1	-5%	-10%	-12%	1.8%	3%
CCOC(=O)c1c(NC(=O)COC(=O)c2ccc(O)cc2)sc(C(=O)N(C)C)c1C	3%	-6%	22%	8.4%	3%
Cc1cccc(NC(=O)N2C3CCCC2CC(NC(=O)C(C)(C)C)C3)c1 (centres undefined)	-3%	-2%	2%	1.1%	-7%
CCCn1c(SCC(=O)NCC(=O)Nc2ccc(F)c(F)c2F)nc2ccccc2c1=O	/	-3%	1%	0.4%	0%
CCC(C)C(NC=C1C(=O)OC(C)(C)OC1=O)C(=O)O (centres undefined)	3%	-18%	-5%	3.0%	6%
CCC1CN(C(=O)N2CCC(C(=O)NCc3ccco3)CC2)c2cc(C)ccc2O1 (centres undefined)	3%	1%	-2%	0.8%	-3%
Cc1c(N/C(=N/S(=O)(=O)c2ccc(Cl)cc2)c2ccccc2)c(=O)n(-c2ccccc2)n1C	-2%	/	19%	/	0%
COc1cccc2c(=O)n(CC(=O)Nc3cccc(F)c3)ccc12	-23%	-4%	-11%	2.1%	-8%
CCOC(=O)C1=C(O)/C(=C/c2ccc(-c3ccccc3C(=O)O)o2)SC1=Nc1ccc(OC)cc1	/	-6%	/	9.6%	/
O=C(CC1C(=O)NCCN1Cc1cccc(F)c1)NCCCOc1cccnc1 (centres undefined)	0%	-3%	12%	0.7%	3%
Cc1nc2sccn2c(=O)c1S(=O)(=O)Nc1ccc(N2CCN(C)CC2)cc1	-3%	-2%	-42%	0.7%	1%	VEEV TC-83 Vero 10K pilot screen=0.4
O=C(O)c1cccc(NC(=O)c2ccccc2)c1	/	10%	/	0.5%	/

From PubChem
